# mouse EphA4 binding = inhibitors of EphA4 binding to KYL peptide, primary screen, biochemical, colorimetric, mouse EphA4 (AID 689) | EphA4-AP binding to KYL peptide, pNPP A405; higher % means a stronger effect | inhibition, % at 10 µM; hits with a dose series show IC50 in µM | 62,000 tested, 0.1% active; in the data active = a potency from the dose series; inactive = the rest, 99 in 100 with inhibition below about 22%
# An asterisk follows results filed as active. Some of the compounds tested (hit frequency here may not be typical).
SMILES,mouse EphA4 binding
O=C(CN(C(=O)Cn1nnc(-c2cccs2)n1)c1cnc2ccccc2c1)NCC1CCCO1 (stereo not given),-6%
CCOC(=O)CC(=O)CSc1nc2c(c(C)c1C#N)CCC2,-3%
Cc1c(C(O)CN2CCC(C(N)=O)CC2)c2ccccc2n1C (stereo not given),-30%
Cc1cc(C)c2cc(CN(Cc3nnnn3Cc3ccc(F)cc3)C3CCCC3)c(=O)[nH]c2c1,-3%
Cc1ccc(N2C(=O)SC(Nc3ccc(C)c(Cl)c3)C2=O)cc1 (stereo not given),8%
COc1ccc(CNC(=O)C2CCN(C(=O)N3CCOc4ccc(C)cc43)CC2)cc1,-5%
Cc1n[nH]c(C)c1S(=O)(=O)N1CCCC(C(=O)Nc2ccc3c(c2)OCCO3)C1 (stereo not given),-10%
Cc1ccccc1C(=O)Nc1ccc2c(c1)OCO2,-19%
Cc1ccc(-c2nnc(-c3cccc(NC(=O)c4cccs4)c3)o2)cc1,-13%
COc1ccc(-n2c3c(c(=O)[nH]c2=O)C(C(F)(F)F)(C(F)(F)F)N=C(CC(C)C)N3)cc1,-5%
CC(=O)c1[nH]c(C)c(C(C)=O)c1C,-14%
Cc1cc(C(F)(F)F)n2nc(-c3sccc3-n3cccc3)cc2n1,-6%
Cc1cc(C)nc(SCC(=O)Nn2cnnc2)n1,-8%
COc1cc(SC)ccc1C(=O)Nc1ccc2c(c1)OCCO2,-8%
OCCN1CCN(CCOc2cccc(Cl)c2)CC1,-10%
CCCc1cc(=O)[nH]c(SCc2cc(Cl)ccc2OC(F)F)n1,7%
CCCN1C(=O)C2(/C(=C(\O)c3ccc4c(c3)OCCO4)C(=O)C(=O)N2CCCOC)c2ccccc21 (stereo not given),-11%
COc1cc(-c2nn3c(-c4cccnc4)nnc3s2)cc(OC)c1OC,-23%
Clc1cc(Cl)c2nc3[nH]c4ccc(Br)cc4c3nc2c1,-1%
CC1=NN(c2ccccc2)C(=O)/C1=C\c1cc([N+](=O)[O-])ccc1N(C)C,16%
COc1ccc(C(=O)Nc2ccccc2C(=O)Nc2nc3ccccc3n2C)cc1,-7%
C=CCCC(=O)Nc1nc(C)c(-c2csc(Nc3cc(OC)ccc3OC)n2)s1,1%
COc1cc2c(cc1OC)C(C(=O)O)C(c1ccc(C)o1)N(C)C2=O (stereo not given),-2%
CCC(=O)N1c2ccc(S(=O)(=O)CCC(=O)N3CCN(c4ccccc4)CC3)cc2CC1C (stereo not given),-8%
COc1cccc(C(=O)Nc2ccc(-c3cc4ccccc4oc3=O)cc2)c1,16%
O=C(Cc1ccc(Br)cc1)NCC1CCCO1 (stereo not given),-2%
CCNC(=O)NC1(C(=O)Nc2ccc3c(c2)CCC3)CCCCC1,11%
Cc1cc(C)cc(NC(=O)c2ccc(CNc3c(N4CCOCC4)c(=O)c3=O)cc2)c1,-5%
O=C(NCCCc1ccccc1)C1CCN(c2nnc(-n3cccc3)s2)CC1,0%
O=c1c2c3c(sc2nc2n1N=C(c1cccs1)CS2)CCCC3,-9%
CC1=C(C(=O)OCc2ccccc2)C(c2ccccn2)c2c(n(C)c(=O)n(C)c2=O)N1 (stereo not given),-9%
CCc1nnc(NC(=O)CCC(=O)N2CCN(CCOc3ccc(C)cc3)CC2)s1,-6%
Cc1nc2sc(-c3ccccc3)cc2c(=O)n1-n1cccc1,1%
Cn1c(=O)c2c(nc(Br)n2CC(=O)c2cccs2)n(C)c1=O,6%
O=C(O)C1C2C=CC3(CN(C/C=C/c4ccccc4)C(=O)C13)O2 (stereo not given),-6%
CCN(CC)c1ccc(C2NC(=O)NC(C)=C2C(=O)Nc2ccccc2)cc1 (stereo not given),-32%
CC(C)N1CC2=C(OC(N)=C(C#N)C2c2cccnc2)/C(=C/c2cccnc2)C1 (stereo not given),0%
CC(C)(C)C1CCC2(CC1)SCC(=O)N2c1ccccc1 (stereo not given),3%
COc1ccc(C(=O)Nc2ccccc2C(=O)Nc2ccc(C(=O)O)cc2)cc1,-4%
CS(=O)(=O)N1N=C(c2ccccc2)CC1c1cccs1 (stereo not given),-8%
COc1ccc(OC)c(N=c2ssnc2Cl)c1,6%
COC(=O)c1c(C)cc(OC(C)=O)c(C)c1OC(C)=O,-6%
CCc1nc(N2CCCC(C)C2)c2oc3ccccc3c2n1 (stereo not given),7%
Cc1cc(NC(=O)CC2CCCC2)n(-c2nc3ccccc3[nH]2)n1,-7%
CC(C)CC(NS(=O)(=O)c1ccc2c(c1)oc(=O)n2C)C(=O)NC1CCCc2ccccc21 (stereo not given),-17%
N#Cc1c(C(F)(F)F)cc(-c2cccs2)nc1SCc1cccnc1,3%
Cc1cccc(C)c1NC(=O)C(NC=O)c1ccccc1Cl (stereo not given),-11%
CCOc1ccccc1/C=N/Nc1ccccc1[N+](=O)[O-],4%
O=C(/C=C/c1cc([N+](=O)[O-])ccc1OC(F)F)NCc1ccc(F)cc1,-4%
c1ccc(C2CC(c3cccs3)n3nnnc3N2)cc1 (stereo not given),-5%
Cn1cnnc1SCc1nc(N)nc(Nc2ccccc2)n1,-8%
Cc1cccc(C)c1NC(=O)c1sccc1SCc1cccc(C(F)(F)F)c1,0%
COCCOC(=O)c1c(C)oc2ccc(O)cc12,-3%
Cc1ccc(S(=O)(=O)N2CCOCC2)cc1C(=O)NCc1cn2ccsc2n1,-4%
CCOc1ccccc1NC(=O)CN(c1nccs1)S(=O)(=O)c1ccc(N)cc1,-2%
Cc1ccc(N(CC(=O)NCCSc2ccccn2)S(C)(=O)=O)cc1,17%
CCc1ccc(CCC(=O)Nc2ccccc2C(=O)O)o1,-7%
CN(C)c1ccc(N2CN=C3SCC(=O)N3C2)cc1,-8%
C=C(C)CC1N(c2cccc(OC)c2)C(=O)[C@@H]2C(C(=O)O)[C@H]3C=C[C@@]12O3 (stereo not given in full),-33%
COC(=O)c1[nH]c2cc(C)ccc2c1NC(=O)CN1CCN(C(=O)c2ccco2)CC1,-12%

# More results follow.
SMILES,mouse EphA4 binding
C=CCCCC(=O)Nc1ccccc1Br,-6%
CC(C)(C)c1ccc(-c2nnc(NC(=O)c3ccccc3)s2)cc1,-11%
O=C(CSCc1ccccc1)Nc1ccc(S(=O)(=O)N2CCOCC2)cc1,2%
C=CCOc1cccc(C2C(C(=O)c3ccco3)=C(O)C(=O)N2CCN(CC)CC)c1 (stereo not given),-10%
O=C(NNC1=NCCC1)c1ccc(Br)cc1,-5%
CCOC(=O)C1=C(C)N=c2s/c(=C\c3ccc(F)cc3)c(=O)n2C1c1cccs1 (stereo not given),-14%
CCOc1ccc(C(=O)Nc2ccc(NC(=O)CC)cc2)cc1Cl,-17%
CCOc1cc(/C=N/NC(=O)COc2cccc(C)c2)ccc1OC(=O)c1cccs1,-1%
Cc1n[nH]c(C)c1S(=O)(=O)N1CCCC(C(=O)Nc2nccs2)C1 (stereo not given),-10%
Cn1cccc1CNCc1ccccc1Cl,-9%
CCC(c1nnnn1Cc1ccc2c(c1)OCO2)N1CCN(c2ccc(F)cc2)CC1 (stereo not given),1%
Cc1nc(-c2c(C(F)(F)F)noc2-c2ccc(O)cc2O)cs1,-7%
CC(=O)c1ccc(N2C(=O)c3c(Cl)c(Cl)c(Cl)c(Cl)c3C2=O)cc1,-4%
CCc1c(C)nc(Nc2nc(C)c3cc(OC)ccc3n2)[nH]c1=O,8%
c1ccc2c(c1)nc1n2CN(Cc2ccc3c(c2)OCO3)CN1,-8%
CC(C)CCNC(=O)CN(CC1CCCO1)C(=O)CCC(=O)Nc1ccccn1 (stereo not given),-1%
O=C(N/N=C/c1cccc(O)c1)c1ccc(COc2ccc3c(c2)CCC3)o1,-12%
C/C(=N/NS(=O)(=O)c1ccc(C)cc1)c1cccc(NC(=O)c2cccc(Cl)c2)c1,9%
Cc1ccc(OCC(=O)NC(=S)Nc2ccc(Br)c(C)n2)cc1,0%
Cc1cccc(C)c1OCC(=O)Nn1c(COc2ccccc2)nc2ccccc2c1=O,10%
CCOC(=O)c1sc(NC(=O)CCSC)nc1C,-6%
N#Cc1c2c(c(-c3ccccc3)[nH]c1=O)CCCC2,0%
COc1cc(OC)cc(C(=O)N/N=C/c2ccc(OC)c(COc3ccc4ccccc4c3)c2)c1,-4%
CC(=O)N1CC(c2ccccc2)CC1=O (stereo not given),-4%
O=C(Nc1cccn(Cc2c(Cl)cccc2Cl)c1=O)c1c(Cl)cccc1Cl,-10%
CCn1c(SCC(=O)c2ccc(Cl)s2)nnc1-c1cccs1,-8%
Cc1nnc(SCC(=O)N2CC(=O)Nc3ccccc32)n1Cc1ccccc1,-2%
O=c1oc2ccccc2cc1C1=Nn2c(nnc2-c2cccnc2)SC1,-10%
CCCN1C(=O)c2ccccc2NC1c1ccc(Cl)cc1 (stereo not given),-2%
O=C(CCCn1c(=S)[nH]c2cc3c(cc2c1=O)OCO3)N1CCN(c2ccccn2)CC1,-7%
CC(C)CCNC(=O)C(Cc1ccccc1)NS(=O)(=O)c1ccc2c(c1)c(=O)n(C)c(=O)n2C (stereo not given),-4%
O=C(Cc1cccs1)Nc1cccc(-c2nc3ccccc3o2)c1,-8%
Cc1ccc2nc(Nc3ncc4c(n3)CCCC4=O)nc(C)c2c1,-11%
CCCn1c(=O)c2ccccc2n2c(SCc3c(C(=O)OCC)oc4ccccc34)nnc12,2%
C=CCN1C(=O)C(CC(=O)Nc2ccccc2)SC1=Nc1c(C)n(C)n(-c2ccccc2)c1=O (stereo not given),-12%
O=C(CSc1nnc(CNc2ccc(F)cc2)o1)N1c2ccccc2Sc2ccccc21,1%

# 17 of the compounds above, as tab-separated lines.
SMILES	mouse EphA4 binding
Cc1cccc(C)c1OCC(=O)Nn1c(COc2ccccc2)nc2ccccc2c1=O	10%
CCOC(=O)c1sc(NC(=O)CCSC)nc1C	-6%
N#Cc1c2c(c(-c3ccccc3)[nH]c1=O)CCCC2	0%
COc1cc(OC)cc(C(=O)N/N=C/c2ccc(OC)c(COc3ccc4ccccc4c3)c2)c1	-4%
CC(=O)N1CC(c2ccccc2)CC1=O (stereo not given)	-4%
O=C(Nc1cccn(Cc2c(Cl)cccc2Cl)c1=O)c1c(Cl)cccc1Cl	-10%
CCn1c(SCC(=O)c2ccc(Cl)s2)nnc1-c1cccs1	-8%
Cc1nnc(SCC(=O)N2CC(=O)Nc3ccccc32)n1Cc1ccccc1	-2%
O=c1oc2ccccc2cc1C1=Nn2c(nnc2-c2cccnc2)SC1	-10%
CCCN1C(=O)c2ccccc2NC1c1ccc(Cl)cc1 (stereo not given)	-2%
O=C(CCCn1c(=S)[nH]c2cc3c(cc2c1=O)OCO3)N1CCN(c2ccccn2)CC1	-7%
CC(C)CCNC(=O)C(Cc1ccccc1)NS(=O)(=O)c1ccc2c(c1)c(=O)n(C)c(=O)n2C (stereo not given)	-4%
O=C(Cc1cccs1)Nc1cccc(-c2nc3ccccc3o2)c1	-8%
Cc1ccc2nc(Nc3ncc4c(n3)CCCC4=O)nc(C)c2c1	-11%
CCCn1c(=O)c2ccccc2n2c(SCc3c(C(=O)OCC)oc4ccccc34)nnc12	2%
C=CCN1C(=O)C(CC(=O)Nc2ccccc2)SC1=Nc1c(C)n(C)n(-c2ccccc2)c1=O (stereo not given)	-12%
O=C(CSc1nnc(CNc2ccc(F)cc2)o1)N1c2ccccc2Sc2ccccc21	1%

# The results go on:
SMILES,mouse EphA4 binding
Cc1c(Cc2ccccc2)c(=O)oc2c(C)c(OCC(=O)N(C)C)ccc12,-4%
O=C(Nc1ccc2oc(-c3ccc4ccccc4c3)nc2c1)c1ccc2c(c1)OCCO2,6%
Cc1nn(CC#N)c(=O)n1-c1ccccc1F,5%
CCOC(=O)c1ccccc1NC(=O)CCNS(=O)(=O)c1ccccc1[N+](=O)[O-],13%
CCOC(=O)C1C(c2ccccc2Cl)NC(=O)N(C)C1(O)C(F)(F)F (stereo not given),-14%
CC(=O)N1CCc2cc(C(=O)CN3CCC(C)CC3)ccc21,-10%
COc1ccc(Oc2ccccc2/C=N/O)cc1,-1%
COc1ccc(C(=O)CSc2nnc(-c3ccccn3)n2Cc2ccco2)cc1,13%
COc1ccc(/C=C2\C(=O)NC(=O)N(c3ccccc3)C2=O)c(C)c1,0%
CCOC(=O)/C(=C\c1ccc([N+](=O)[O-])cc1)C(=O)c1cc(C(C)=O)c(Nc2ccccc2)s1,2%
C=CCN1C(=O)CSc2ccc(C(=O)NCCC3=CCCCC3)cc21,8%
c1cn2cc(CN3CCOCC3)nc2s1,-2%
CC(=O)c1ccc(NC(=O)c2ccc(N3C(=O)c4ccccc4C3=O)cc2)cc1,1%
CCOC(=O)N1CCN(C(=O)c2cc(OC)cc(OC)c2)CC1,-11%
O=c1cc(-c2ccccc2)nc2cc(-c3cccc(F)c3)[nH]n12,-11%
O=C(CCSCCc1ccccn1)Nc1nccs1,3%
CN1CCN(C(=O)c2cnn(-c3ccccc3)c2NC(=O)c2cccs2)CC1,-5%
CCC(C)C(NC(=O)c1cc(C)oc1C)C(=O)O (stereo not given),-7%
Cc1cc(C)c(S(=O)(=O)ON2C(=O)c3ccccc3C2=O)cc1C,10%
Nc1ccc2nc(SCc3ccc([N+](=O)[O-])cc3)sc2c1,-4%
Cc1nnc2n1NC(c1ccc(Cl)cc1)C(C(=O)N(C)C1CCCCC1)S2 (stereo not given),-14%
CC(=O)OCC(=O)Nc1ccc(Cl)cc1Cl,-21%
FC(F)(F)c1cnc(/C=C/Nc2ccccc2Cl)c(Cl)c1,18%
CC1=C(CC(=O)c2ccc(Cl)cc2)C(=O)c2ccccc2C1=O,-1%
Cc1cc(C2C(=O)CC(=O)CC2c2ccccc2)on1 (stereo not given),5%
O=c1oc2cc(OCc3ccc(F)cc3)ccc2cc1-c1nc2ccccc2s1,8%
O=C1NC(=O)N(c2ccccc2)C(=O)/C1=C\c1ccc(OCc2ccccc2F)cc1,-4%
O=C(CSc1nnc(NC2CCCCC2)s1)NC1CCS(=O)(=O)C1 (stereo not given),-4%
O=C(COC(=O)C1CC(=O)N(c2ccc3c(c2)OCCO3)C1)Nc1ccc2c(c1)CCC2 (stereo not given),1%
CCOCCCNCC(=O)Nc1ccccc1N1CCOCC1,1%
CCCCCOC(=O)Cn1c(SCC(=O)Nc2ccccc2)nc2c1c(=O)[nH]c(=O)n2C,-36%
CCCn1c(=O)n(C)c(=O)c2c(SCC(=O)NCc3ccco3)nc(C3CC3)nc21,0%
CCOC(=O)CSc1nnc(CNC(=O)c2ccco2)n1-c1ccc(F)cc1,5%
CC1=NN(c2ccccc2)C(=O)/C1=C\c1ccc(N2CCOCC2)c([N+](=O)[O-])c1,6%

# Source: PubChem
